# Bioassay records (PubChem)
# bIAP inhibitor = bovine intestinal alkaline phosphatase inhibitors, primary screen, selectivity assay for TNAP inhibitor project, biochemical, bovine IAP, CDP-star luminescence | alkaline phosphatase, intestinal [Bos taurus] | purified bovine IAP, 30 min | inhibition, % at 20 µM | 190,000 tested, under 10 active;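 active = over 50% inhibition of intestinal alkaline phosphatase at 20 µM in the single-dose screen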
#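 System: purified bovine intestinal alkaline phosphatase (IAP) enzyme; Input: IAP diluted 1/65,000,000 in the well; Measured by: CDP-star luminescence signal; Compound dosing: 20 µM single dose; Incubation: 30 min reaction at room temperature.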
# PPARg SRC3 recr = PPARgamma agonists recruiting SRC-3 coactivator, primary screen, biochemical; activation, % at 8 µM; 200,000 compounds, 0.26% hits; Peroxisome proliferator-activated receptor gamma (Homo sapiens), P37231; biochemical PPARgamma/SRC-3 coactivator recruitment assay; in the data active = activation above about 23%;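 note: 0% = DMSO and 100% = reference agonist; some compounds past the cut are filed as inactive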
# Target sequence (P37231 whole entry, looked up): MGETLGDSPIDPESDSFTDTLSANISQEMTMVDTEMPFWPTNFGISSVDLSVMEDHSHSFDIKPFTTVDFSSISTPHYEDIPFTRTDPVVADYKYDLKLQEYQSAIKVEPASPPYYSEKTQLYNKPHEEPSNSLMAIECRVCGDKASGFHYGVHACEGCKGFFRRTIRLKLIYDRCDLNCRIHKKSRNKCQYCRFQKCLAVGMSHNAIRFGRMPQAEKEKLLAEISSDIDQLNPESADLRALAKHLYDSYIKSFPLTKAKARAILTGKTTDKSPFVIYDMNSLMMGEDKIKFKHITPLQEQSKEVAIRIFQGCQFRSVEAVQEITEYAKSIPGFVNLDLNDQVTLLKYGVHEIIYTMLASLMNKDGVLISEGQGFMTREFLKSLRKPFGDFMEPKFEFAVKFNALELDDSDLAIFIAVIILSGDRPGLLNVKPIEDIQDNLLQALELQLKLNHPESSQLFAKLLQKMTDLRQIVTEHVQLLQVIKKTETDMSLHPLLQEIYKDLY
# STAT1 blocker = STAT1 signaling inhibitors, primary screen, cell-based, HTS, luciferase reporter | inhibition, % at 5.5 µM | 200,000 compounds, 0.35% hits | NIH 3T3 STAT1-luciferase reporter, IFN-gamma, luminescence;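 active = inhibition above a set limit, the mean inhibition across all tested compounds plus 3 SD, cut at about 34% in these data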;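 note: 0% = IFN-gamma with DMSO and 100% = IFN-gamma with 300 µM nifuroxazide; values of inactives mirror those of a sister screen read the other way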
# ROMK mod = ROMK potassium channel modulators, primary screen, cell-based, thallium flux, MLSMR library; ATP-sensitive inward rectifier potassium channel 1 (Homo sapiens), P48048; Tet-inducible ROMK, thallium flux fluorescence; actives lie on both sides; B-score at 10 µM; 130,000 compounds, 2% hits; AID 1918, 2009;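 active = signal ratio slope over the read window, or its plate-corrected B-score, at least 3 SD from the plate mean, either direction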;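 note: B-score of the F/F0 ratio slope over 7 to 12 s after thallium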
# Target sequence (P48048 whole entry, looked up): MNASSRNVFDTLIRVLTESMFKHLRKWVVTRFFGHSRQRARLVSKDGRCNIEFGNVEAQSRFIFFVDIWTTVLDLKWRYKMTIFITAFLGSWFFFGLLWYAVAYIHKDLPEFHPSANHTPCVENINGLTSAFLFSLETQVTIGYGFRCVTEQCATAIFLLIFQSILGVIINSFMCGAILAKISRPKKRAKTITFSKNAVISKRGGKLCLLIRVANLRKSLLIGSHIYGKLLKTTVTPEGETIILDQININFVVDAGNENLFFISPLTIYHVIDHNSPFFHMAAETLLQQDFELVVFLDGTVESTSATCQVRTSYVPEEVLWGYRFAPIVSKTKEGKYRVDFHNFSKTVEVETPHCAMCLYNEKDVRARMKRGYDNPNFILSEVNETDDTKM
# bIAP act = bovine intestinal alkaline phosphatase activators, primary screen, biochemical, bovine IAP, CDP-star luminescence; alkaline phosphatase, intestinal [Bos taurus]; purified bovine IAP, 30 min; hits give high values; fold of DMSO-control signal, blank-subtracted; activation factor at 20 µM; 200,000 compounds, 0.17% hits; AID 1016, 2008;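 active = activation factor of 2 or more at 20 µM, a signal rise over negative controls twice the positive control's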
# TNAP act hiacc = TNAP activators at high phosphate acceptor level, primary screen, biochemical, luminescence, uHTS. 200,000 tested, under 10 active. activation factor at 20 µM. Alkaline phosphatase, tissue-nonspecific isozyme (Homo sapiens), P05186. purified TNAP, CDP-star luminescence, 1 M DEA, 30 min; hits give high values; 0 = EDTA background, 1 = DMSO-only activity;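 active = activation factor at least 2 at 20 µM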
#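 Test system – human TNAP · Doses – 20 µM single point · Incubation – 30 min, room temperature · Signal – luminescent substrate turnover signal · Read-out basis – activation factor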
# PPARg SRC-1 ag = PPARgamma agonists recruiting SRC-1 coactivator, primary screen, biochemical. PPARgamma-SRC-1 coactivator recruitment biochemical assay. 200,000 compounds, 0.41% hits. AID 631, 2007. Peroxisome proliferator-activated receptor gamma (Homo sapiens), P37231. activation, % at 8 µM; in the data active = activation above about 19%;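 note: 0% = DMSO and 100% = reference agonist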
# SRC2 TRFRET art = TR-FRET signal artefacts, primary screen, artefact control for PPARgamma SRC-2 agonist project, biochemical; TR-FRET artefact counter-screen; hits give high values; TR-FRET ratio at 8 µM; 200,000 compounds, 0.4% hits; in the data active = TR-FRET ratio above about 2000; note: inactives centre near 1500
# STAT3 activator = IL-6 driven STAT3 reporter potentiators, primary screen, U3A cells, luciferase, luminescence, MLSCN library; 190,000 compounds, 0.91% hits; activation (% of control), % at 5.6 µM; IL-6 STAT3-luciferase reporter; 100% = signal with IL-6 EC80 alone;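 active = activation above the screen-wide mean of compound activation plus 3 SD, cut at about 130% in these data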;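 note: 0% = background luminescence of wells with medium and substrate only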
#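 Detection: reporter luminescence signal / Assay system: STAT1-lacking human U3A cells, STAT3 luciferase reporter / Incubation: compound pre-incubation 1 h before IL-6, then 6 h stimulation at 37 °C / Control set: IL-6-only high control / Read-out: % activation relative to IL-6 control / Probe or stimulus: Interleukin-6, 33 ng/mL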
# PPARg SRC-2 ag = agonists of PPARg-SRC-2 recruitment, primary screen, biochemical, HTS. PPARgamma LBD-SRC-2 recruitment. activation, % at 8 µM. 200,000 compounds, 0.34% hits; in the data active = activation above about 22%;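 note: 0% = vehicle and 100% = reference agonist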
# STAT3 blocker = IL-6 driven STAT3 reporter inhibitors, primary screen, U3A cells, luciferase, luminescence, MLSCN library; AID 862, 2007; IL-6 STAT3-luciferase reporter; host cell line lacks STAT1; inhibition, % at 5.5 µM; 190,000 compounds, 0.89% hits;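 active = inhibition above the mean inhibition across all screened compounds plus 3 SD, cut at about 44% in these data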;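 note: 0% = DMSO only wells and 100% = 100 µM nifuroxazide control wells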
# Numbers without * were called inactive; . = no result given.
SMILES,bIAP inhibitor,PPARg SRC3 recr,STAT1 blocker,ROMK mod,bIAP act,TNAP act hiacc,PPARg SRC-1 ag,SRC2 TRFRET art,STAT3 activator,PPARg SRC-2 ag,STAT3 blocker
CN(CC(=O)Nc1ccccc1Cl)C(=O)COC(=O)CNC(=O)c1ccc(Br)o1,.,6,9,.,.,.,4,1686,98,5,6
CNC(=S)NCCN1CCOCC1,-25,3,-14,.,1.2,1,0,1490,99,-7,4
COc1ccc(N(CC(=O)Nc2cccnc2)S(C)(=O)=O)cc1,6,-1,-5,1.9,0.9,1.1,-9,1365,101,1,1
COc1ccccc1-n1c2c(cc(C(=O)N3CCC(C)CC3)c1=O)C(=O)CC(C)(C)C2,-6,5,-3,.,1.1,1,7,1556,100,0,8
CCn1c(=O)c(C(C)=O)c(O)c2ccccc21,-6,3,3,0.043,1.1,1,0,1486,101,0,4
Cc1ccc(S(=O)(=O)c2nnn3c2nc(Nc2cccc(C)c2)c2ccccc23)cc1,-3,-4,9,-0.39,1,1,-1,1351,100,-6,-3
O=C(Oc1ccc(Br)cc1)c1n[nH]c(=O)c2ccccc12,-10,0,8,0.35,1.1,1,2,1612,95,9,6
COCc1cc(C)nc(SCC[N+](C)(C)CC(=O)Nc2cccc(C(F)(F)F)c2)c1C#N,-1,1,-6,-2.6*,1,1,4,1538,104,5,-4
CCc1ccc(OCCCC(=O)NCc2ccco2)cc1,8,4,-2,-0.016,0.9,1.1,2,1583,114,-2,-14
CCC(C)(C)NC(=O)C(c1ccccc1F)N(Cc1ccco1)C(=O)Cn1nnc2ccccc21 (centres undefined),14,7,-3,.,0.9,1.1,-4,1684,104,-3,2
CN(C)CCN(Cc1cccs1)c1ccccn1,.,-2,-1,.,0.1,1,10,1488,95,7,8
CCOc1cc(/C=N/n2c(C)nc3sc(C)c(C)c3c2=O)ccc1O,2,-5,3,0.085,1,1,-6,1420,101,-12,4
Cn1cc(CN(CCO)Cc2cccs2)c(-c2cccc(Cl)c2)n1,10,2,-1,-1,0.9,1.1,2,1708,108,2,3
C=CCSc1nc(N)c(C(=O)Nc2ccccc2OC)cc1C(=O)Nc1ccccc1,0,-8,-6,0.71,1,1,-2,1640,106,6,-1
COC(=O)c1cc(Br)c(=O)n(Cc2ccco2)c1,12,-6,-4,0.17,0.9,1.1,-6,1459,107,-2,-5
Cn1c(=O)c2c(nc(SCC(=O)Nc3ccccc3N3CCCCC3)n2C)n(C)c1=O,-5,-4,8,.,1.1,1,-1,1385,105,-2,-3
COc1ccc(CCNC(=O)C(=O)NCC2OCCN2S(=O)(=O)c2ccc(Br)cc2)cc1 (centres undefined),3,3,14,0.58,1,1.1,2,1840,90,15,10
CC1CCN(CC(=O)c2c[nH]c3ccccc23)CC1,13,10,-4,.,0.9,1,0,1656,129,6,-27
O=S(=O)(c1ccc(Cl)cc1Br)N1CCCCC1,30,8,4,-1.2,0.7,1.1,3,1715,100,4,2
Cc1ccc(N2C(=O)C3ON(c4ccccc4)C(c4ccncc4)C3C2=O)cc1 (centres undefined),-1,3,-1,0.56,1,1,1,1647,100,-3,8
CC(C)N(CCO)C(=O)CCc1nnc(CCCc2ccccc2)o1,-11,1,-8,0.73,1.1,1.1,7,1611,84,8,24
CC1=C(C(=O)OCc2ccccc2)C(c2cccnc2)n2ncnc2N1 (centres undefined),4,7,3,-0.66,1,1,6,1515,94,3,15
CC(C)C(NC(=O)C1CCCCC1)C(=O)Nc1ccc2c(c1)OCCO2 (centres undefined),-2,-13,-35,-1.1,1,1,-1,1377,86,-13,20
CCCc1cc(=O)oc2cc(C)cc(OCc3nn[nH]n3)c12,9,9,6,.,0.9,1.1,2,1682,102,4,6
O=C(COC(=O)c1ccccc1N1C(=O)C2C3CCC(C3)C2C1=O)c1ccccc1 (centres undefined),15,3,3,0.28,0.9,1,-1,1654,96,1,3

# (more compounds)
SMILES,bIAP inhibitor,PPARg SRC3 recr,STAT1 blocker,ROMK mod,bIAP act,TNAP act hiacc,PPARg SRC-1 ag,SRC2 TRFRET art,STAT3 activator,PPARg SRC-2 ag,STAT3 blocker
Cc1ccc(OCCC(=O)Nc2c(C)n(C)n(-c3ccccc3)c2=O)cc1,8,6,5,.,0.9,1,6,1572,92,7,12
O=c1c2ccccc2ncn1Cc1ccco1,0,13,-7,0.73,1,1,-2,1304,147*,-8,-48
CC1CCN(C(=O)C(C)Sc2nc(-c3ccccc3)cc(C(F)(F)F)n2)CC1 (centres undefined),9,9,1,.,0.9,1,2,1510,99,7,3
COc1ccc(CCN2CC34C=CC(O3)C(C(=O)NCc3ccccc3Cl)C4C2=O)cc1OC (centres undefined),3,4,3,-1.2,1,1.1,1,1536,105,4,-6
CCOc1ccc(NC(=O)C(c2ccccn2)N(C(=O)CCl)c2ccc(OC)cc2)cc1 (centres undefined),-26,-4,-18,-0.34,1.3,1,1,1565,96,-5,8
CCOc1ccc(N=C(C)c2ccccc2O)cc1,-15,1,3,0.55,1.1,1,-5,1386,86,-2,19
O=C(CN1CCCC1)N1c2ccccc2Sc2ccccc21,-1,5,-3,.,1,1,-1,1479,111,5,-5
CC1=NC(Nc2nc(C)c3ccccc3n2)=NC(C)(C)C1,3,-3,-1,.,1,1.1,-4,1416,110,-5,-8
O=S(=O)(NC(=NCCc1ccc(Cl)cc1)c1ccccc1Cl)c1cccs1,6,3,-5,0.059,0.9,1,6,1560,107,-3,-3
Cc1ccc(NC(=S)NCCc2c[nH]c3ccccc23)cc1,15,6,-5,.,0.8,1,6,1663,91,4,11
O=[N+]([O-])c1ccc(N2CCN(CCO)CC2)cc1Sc1nc2ccccc2[nH]1,14,6,6,0.47,0.9,0.9,7,1633,103,11,3
CC1(C)SC2c3ccccc3C(=O)N2[C@@H]1C(=O)NCCCN1CCOCC1 (some centres undefined),-9,7,0,0.01,1.1,1,6,1548,103,2,1
CN(C)c1cc[n+](CC(=O)Nc2c(Cl)cc(Cl)cc2Cl)cc1,6,5,-10,.,0.9,1.1,6,1727,105,2,-3

# Structural class: the entries above containing an aryl methoxy group.
SMILES,bIAP inhibitor,PPARg SRC3 recr,STAT1 blocker,ROMK mod,bIAP act,TNAP act hiacc,PPARg SRC-1 ag,SRC2 TRFRET art,STAT3 activator,PPARg SRC-2 ag,STAT3 blocker
COc1ccc(N(CC(=O)Nc2cccnc2)S(C)(=O)=O)cc1,6,-1,-5,1.9,0.9,1.1,-9,1365,101,1,1
COc1ccccc1-n1c2c(cc(C(=O)N3CCC(C)CC3)c1=O)C(=O)CC(C)(C)C2,-6,5,-3,.,1.1,1,7,1556,100,0,8
C=CCSc1nc(N)c(C(=O)Nc2ccccc2OC)cc1C(=O)Nc1ccccc1,0,-8,-6,0.71,1,1,-2,1640,106,6,-1
COc1ccc(CCNC(=O)C(=O)NCC2OCCN2S(=O)(=O)c2ccc(Br)cc2)cc1 (centres undefined),3,3,14,0.58,1,1.1,2,1840,90,15,10
COc1ccc(CCN2CC34C=CC(O3)C(C(=O)NCc3ccccc3Cl)C4C2=O)cc1OC (centres undefined),3,4,3,-1.2,1,1.1,1,1536,105,4,-6
CCOc1ccc(NC(=O)C(c2ccccn2)N(C(=O)CCl)c2ccc(OC)cc2)cc1 (centres undefined),-26,-4,-18,-0.34,1.3,1,1,1565,96,-5,8
